KDM5B inhibitor = KDM5B demethylase inhibition; Q9UGL1; AID 1347165; Potency, µM (highest dose often 57.7 µM), without a hit: at the highest dose activity change, negative = inhibition, most hits filed as inhibitors; KDM5B demethylase, FDH-coupled NADH fluorescence (FDH is formaldehyde dehydrogenase); actives 2.6% (n = 220,000); active = well fitted inhibition curve with a large enough effect; inconclusive = small, poorly fitted or top-dose-only effect; inactive = no such curve, though single readings can be large or run the other way; also: 0% is about no effect; nearly all actives have a fitted effect of over 70% in size
Target sequence (Q9UGL1 whole entry, looked up): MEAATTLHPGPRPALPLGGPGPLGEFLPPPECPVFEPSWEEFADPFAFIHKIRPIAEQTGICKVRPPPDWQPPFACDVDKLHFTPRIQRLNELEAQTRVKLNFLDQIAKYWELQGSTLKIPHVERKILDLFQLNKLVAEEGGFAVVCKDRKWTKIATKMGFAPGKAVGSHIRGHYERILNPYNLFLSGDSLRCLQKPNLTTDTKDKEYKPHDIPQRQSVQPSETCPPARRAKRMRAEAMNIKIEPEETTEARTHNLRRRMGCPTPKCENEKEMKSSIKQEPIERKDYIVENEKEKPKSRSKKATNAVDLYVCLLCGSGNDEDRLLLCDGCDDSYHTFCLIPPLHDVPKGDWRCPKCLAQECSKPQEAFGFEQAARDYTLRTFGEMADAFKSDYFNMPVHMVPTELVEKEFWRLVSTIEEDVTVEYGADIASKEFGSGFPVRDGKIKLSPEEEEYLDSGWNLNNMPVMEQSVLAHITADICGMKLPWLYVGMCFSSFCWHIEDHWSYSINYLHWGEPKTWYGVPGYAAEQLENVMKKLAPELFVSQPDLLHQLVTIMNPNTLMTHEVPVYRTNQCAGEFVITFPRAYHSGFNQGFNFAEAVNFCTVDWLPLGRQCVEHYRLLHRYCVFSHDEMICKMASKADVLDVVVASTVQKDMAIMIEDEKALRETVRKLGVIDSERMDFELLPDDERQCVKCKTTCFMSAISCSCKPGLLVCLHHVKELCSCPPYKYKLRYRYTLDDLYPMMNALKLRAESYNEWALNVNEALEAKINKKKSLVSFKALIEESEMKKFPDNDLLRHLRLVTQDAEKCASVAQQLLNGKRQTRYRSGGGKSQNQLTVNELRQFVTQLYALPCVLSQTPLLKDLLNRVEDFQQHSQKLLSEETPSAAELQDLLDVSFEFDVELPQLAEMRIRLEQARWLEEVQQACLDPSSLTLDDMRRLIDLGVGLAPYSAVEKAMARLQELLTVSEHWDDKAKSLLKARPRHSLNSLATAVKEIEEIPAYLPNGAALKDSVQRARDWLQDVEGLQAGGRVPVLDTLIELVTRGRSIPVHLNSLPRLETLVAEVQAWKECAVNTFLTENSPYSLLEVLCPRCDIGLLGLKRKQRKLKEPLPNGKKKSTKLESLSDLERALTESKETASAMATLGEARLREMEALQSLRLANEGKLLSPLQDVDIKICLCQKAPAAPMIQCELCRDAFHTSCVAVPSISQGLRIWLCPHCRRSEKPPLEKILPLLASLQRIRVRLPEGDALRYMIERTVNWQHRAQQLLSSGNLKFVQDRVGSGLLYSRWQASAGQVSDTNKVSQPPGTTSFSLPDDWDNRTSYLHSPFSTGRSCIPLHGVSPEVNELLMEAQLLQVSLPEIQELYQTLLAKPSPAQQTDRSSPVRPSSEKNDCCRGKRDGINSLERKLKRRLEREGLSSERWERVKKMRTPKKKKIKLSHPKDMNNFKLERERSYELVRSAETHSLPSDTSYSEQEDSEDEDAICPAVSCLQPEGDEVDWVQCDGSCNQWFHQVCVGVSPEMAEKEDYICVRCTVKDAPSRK
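Coupled FDH/NAD⁺ fluorescence readout. KDM5BΔAP 200 nM final; compound titration, 10 min RT preincubation; substrate mix 12.5 µM H3K4me3, 25 µM 2-OG, 50 µM Fe(II), 100 µM ascorbate, 0.25 mM NAD⁺, 0.25 U/mL FDH; ΔRFU over 30 min.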
Starred values were filed as active, the others as inactive; i = inactive; ? = inconclusive; [ ] = remark or other dose. Potency is read from the fitted curve at half-maximal effect. These rows are one share of the data; the hit share may differ from the screen's.

KDM5B inhibitor,mol
?,Cn1ccc(NC(=O)C2(C)CCCc3cnc(NCc4ccccc4)nc32)n1 (stereo not given)
-3.3%,COc1ccc(S(=O)(=O)c2c(C(=O)c3ccc(C)c(C)c3)cnc3ccc(F)cc23)cc1
-24.7%,COCCN1C(=O)CCC2(C(=O)Nc3cc(OC)cc(OC)c3)CCCC=C12 (stereo not given)
?,O=C1CCN(Cc2ccccn2)CCCC(c2nc(-c3cnccn3)no2)CCN1 (stereo not given)
20.6%,Cc1ccc(/C=N/NC(=O)c2cccc(N(C)C)c2)cc1
-25.2%,O=C(CN1CCN(Cc2ccc(F)cc2Cl)S1(=O)=O)Nc1ccc(F)cc1
?,COc1cc(C(=O)NC(=S)NNC(=O)[C@H]2C[C@@H]2c2ccccc2)cc(OC)c1OC
?,C=Cc1ccc(Cn2c(C(=O)OC)cc3sc(C)cc32)cc1
11.4%,COc1ccc(S(=O)(=O)Oc2ccc3c(c2)O/C(=C\c2cc(OC)ccc2OC)C3=O)cc1
-5.3%,O=C(NCc1ccc(N2CCCCC2)cc1)c1cccc2c1CCN2C(=O)C1CC1
-23.6%,COc1ccc2nc(N3C(=O)C(O)=C(C(=O)c4ccco4)C3c3cccc(OC)c3OC)sc2c1 (stereo not given)
28.2µM*,Cn1ccc2c(-c3cc(NCCO)nc(N)n3)ccnc21
?,CCOC(=O)c1ccccc1NC(=O)Cn1c(N2CCc3ccccc3C2)nc(C)cc1=O
-20.5%,COC[C@@H]1CNC[C@H]1c1nc(C2CC2)no1
5.8%,CCC(=O)Oc1ccc2c(=O)c(-c3ccc(Cl)cc3)c(C)oc2c1
2.9%,CC(C)(C)C(=O)NCCNC(=O)c1nc2ccccc2c(=O)[nH]1

Brought forward from above: three entries; new compounds follow.
KDM5B inhibitor,mol
-20.5%,COC[C@@H]1CNC[C@H]1c1nc(C2CC2)no1
5.8%,CCC(=O)Oc1ccc2c(=O)c(-c3ccc(Cl)cc3)c(C)oc2c1
2.9%,CC(C)(C)C(=O)NCCNC(=O)c1nc2ccccc2c(=O)[nH]1
-22.4%,CCOC(=O)C1=C(C)NC(SC)=C(C#N)C1CC(C)C (stereo not given)
?,COc1cccc(-c2ccc3c(N)c(C(=O)Nc4ccccc4C)sc3n2)c1
4.4%,CCCCn1cc(S(=O)(=O)c2ccc(OC)cc2)c(=O)c2cc(F)c(F)cc21
-9.5%,CC(C)NC(=O)N[C@H]1CCN(C(=O)c2cccn2C)[C@@H]1C(=O)N[C@H](Cc1c[nH]c2ccccc12)C(N)=O
24.5%,Cc1ccc(C(=O)N2C[C@H](c3nc(-c4ccncc4)no3)[C@@H](C)C2)c(C)c1
?,O=C(NCC1CCCO1)c1ccc(NC(=O)c2cccc(Cl)c2)cc1 (stereo not given)
80.3%[activator],CCOc1ccc(C(=O)Nc2ccc3nc4c(c(Nc5ccccc5OC)c3c2)CCCC4)cc1
15.6%,Cc1ccc(-c2nnc(C3CN(C(=O)CC(C)C)CC34CCOCC4)o2)cc1 (stereo not given)
?,Cc1oc(-c2cccs2)nc1CC(=O)Nc1ccccc1C(C)(C)C
6.7%,Cc1cccn2cc(CNS(=O)(=O)c3ccc4ccccc4c3)nc12
-1.0%,COc1cccc(C(=O)N2CC[C@@H]3CN(S(C)(=O)=O)[C@@H]3C2)c1C
-11.0%,COc1ccc(F)c(CN2CCCC(O)(CN(C)Cc3ccccc3)C2=O)c1 (stereo not given)
3.7%,O=C(NCc1ccncc1)c1nc(Cc2c[nH]c3ccccc23)no1
-19.0%,CNC(=O)[C@@H]1CN(Cc2ccc(F)c(F)c2)C[C@H]1CO
?,Cc1scc(CN2CCN(c3ccc(F)cc3)CC2)c1C
?,O=C(c1ccc(N2CC3CC(C2)[C@H]2CCCC(=O)N2C3)nc1)N1CCCC1 (stereo not given in full)

Five of the entries above in order of the KDM5B inhibitor value, largest number first.
SMILES,KDM5B inhibitor
Cc1cccn2cc(CNS(=O)(=O)c3ccc4ccccc4c3)nc12,6.7%
O=C(NCc1ccncc1)c1nc(Cc2c[nH]c3ccccc23)no1,3.7%
COc1cccc(C(=O)N2CC[C@@H]3CN(S(C)(=O)=O)[C@@H]3C2)c1C,-1.0%
COc1ccc(F)c(CN2CCCC(O)(CN(C)Cc3ccccc3)C2=O)c1 (stereo not given),-11.0%
CNC(=O)[C@@H]1CN(Cc2ccc(F)c(F)c2)C[C@H]1CO,-19.0%

Further results.
KDM5B inhibitor,mol
-16.9%,O=C1CC(c2ccccc2)N(C(=O)C2CC2)CCCN(C(=O)c2ccncc2)CCN1 (stereo not given)
4.8%,COc1ccccc1OCCNC(=O)CCC1CCN(C(=O)c2ccccc2F)CC1
-12.2%,CCn1cc(C(=O)N2CCN(c3ccccc3)CC2)c(=O)c2cc(S(=O)(=O)N3CCC(C)CC3)ccc21
?,Cc1ccc(-c2nc3ccc(Br)cn3c2Nc2ccc3c(c2)OCO3)o1
1.8%,[O-][n+]1ccccc1SCc1nc2ccccc2c2ccccc12
-16.1%,COc1ccc(-n2c(C)c(C(C)=O)c3cc(OC(=O)COc4ccccc4)ccc32)cc1
?,CN1CCN(C(=O)Cn2ncc3c4ccccc4n(Cc4ccc(F)cc4)c3c2=O)CC1
6.0%,O=C(O)c1ccc(CN2CC[C@@H](c3ccc4ccccc4c3)[C@H](O)C2)cc1

Shown as a hit in KDM5B inhibitor, among the entries above:
KDM5B inhibitor,mol
28.2µM*,Cn1ccc2c(-c3cc(NCCO)nc(N)n3)ccnc21

Following part.
KDM5B inhibitor,mol
9.1%,CS(=O)(=O)c1cnc(NCCn2ccnc2)nc1C1CCCNC1 (stereo not given)
-11.8%,CCOC(=O)N1CCN(C(=O)c2cccc(CC3CCNCC3)c2)CC1
23.4%,CC[C@@]1(O)CCN(C(=O)CCc2nc(-c3ccncc3)no2)C[C@H]1O
-3.2%,COc1ccc2[nH]c3c(c2c1)CCNC31CCN(C(=O)c2cnccn2)CC1
?,Cc1nnn2c(C(=O)Nc3ccc(F)cc3)cccc12
-3.0%,CN(CC1CCOC1)S(=O)(=O)c1ccccc1 (stereo not given)
-22.0%,CCOC(=O)C[C@@H]1C[C@@H](C(C)C)[C@H](CNS(=O)(=O)c2ccc(NC(C)=O)cc2)C=C1C
-11.6%,COC(=O)c1scc(C#N)c1N/N=C(\C#N)S(=O)(=O)c1ccc(Cl)cc1
3.6%,Cc1ccc(-n2ncc(C(=O)N3CCN(C4CCCCC4)CC3)c2C2CCN(C(=O)OC(C)(C)C)CC2)cc1C
-6.4%,O=C(CSc1nnc(C2CC2)n1C1CC1)c1c[nH]c(C(=O)N2CCCC2)c1
-2.3%,CCN(CC(=O)NC(C)(C)C)c1nc(C(F)(F)F)nc2ccccc12
i,CC(=O)N1CCN(c2oc(/C=C/c3ccccc3Cl)nc2C#N)CC1
?,O=C(Cn1c(=O)c2ccccc2n(CC(=O)Nc2ccc(F)cc2)c1=O)NCCc1ccccc1
-20.8%,Cc1nn(CC(=O)Nc2ccc(Br)cc2Cl)c(=O)c(C#N)c1C
6.7%,O=C(c1ccc2ncsc2c1)N(Cc1ccco1)Cc1cccs1
-19.3%[115 µM],CCCN1CCC2(Cc3ccccc3CN(C(=O)CCCC(=O)O)C2)C1 (stereo not given)
-18.1%,O=C(NC1CCCc2ccccc21)c1cc2c(s1)CCC2 (stereo not given)
11.0%,Cc1ccc(C)c(-c2cc(C(=O)Nc3nncs3)c3ccccc3n2)c1
15.2%,COc1cc(/C=N/NC(=O)Cc2cccc(C(F)(F)F)c2)ccc1OCc1ccccc1
79.4µM*,Cn1ncc2c(C(=O)NCc3cccnc3)cc(-c3ccc([S+](C)(=O)[O-])cc3)nc21
8.6%,Cc1cc2ccccc2[nH]1
-0.1%,Cc1ccc(-n2ccnc2SC2CCCCC2=O)cc1C (stereo not given)
0.9%,O=C(CSc1nnc(NCc2ccc(F)cc2)s1)Nc1ccnn1C1CCCC1
0.8%,CN(C)S(=O)(=O)N1CCN(C(=O)Cc2ccc(Cl)cc2Cl)CC1
16.4%,O=C(NC1CC1)C1COC2(CCN(C(=O)c3cccc(Cl)c3)CC2)N1C(=O)c1ccc(F)cc1 (stereo not given)
?,CSc1ccc(CCNC(=O)c2ccc(-n3c(C)cc4c3CCCC4)cc2)cc1
7.9%,O=C(NCCN1CCCC1=O)C1CCC(=O)N(CCc2cccc(F)c2)C1 (stereo not given)
-27.9%,CC(C)Oc1ccc(C(=O)N(Cc2ccc(N(C)C)cc2)C2CCS(=O)(=O)C2)cc1 (stereo not given)
-13.8%,CC1CCCCC12NC(=O)N(CC(=O)OCc1ccc(Br)cc1)C2=O (stereo not given)
-19.8%,Cc1ccc(Nc2nc(CN3CCN(S(=O)(=O)c4ccc(C)cc4)CC3)cs2)cc1
11.6%,COCCN(C(=O)COC(=O)COc1ccc(Cl)c(C)c1)c1c(N)n(Cc2ccccc2)c(=O)[nH]c1=O
-15.9%,O=C(CCc1ncc(-c2ccc(F)cc2)o1)Nc1ccccc1N1CCOCC1
-7.0%,CC(C)(C)OC(=O)N1CCC(c2c(C(=O)N3CCN(c4ncccn4)CC3)cnn2-c2ccc(F)cc2F)CC1
11.7%,CN(C)c1ccc(C(=O)N2CCN(C(=O)C3CCCCC3)[C@H](C(=O)N[C@@H](CC3CCCCC3)C(N)=O)C2)cc1
?,O=C(NCc1cccc(Cl)c1)c1cnc2c(c1)N(C(=O)Cc1ccc(O)cc1)CCC2
-20.3%,CCn1ccc2cc(S(=O)(=O)N3CCC(C(=O)NCc4ccc(OC(C)C)cc4)CC3)ccc21
8.1%,Cc1nc(C)c(C(=O)NCC23CCCC=C2NC(=O)CC3)s1 (stereo not given)
18.4%,O=C(Nc1ccnn1C1CCN(C/C=C/c2ccccc2)CC1)C1CCCC1
25.9%,N#Cc1ccc(C(=O)OCCOc2cccc(Cl)c2)cc1
i,COP(=O)(OC)c1nc(-c2cccc3ccccc23)oc1N1CCOCC1
-26.4%,COCC(=O)Nc1ccc2c(c1)CN(CCc1ccccc1)C(=O)C(C)O2 (stereo not given)
19.8%,N#Cc1ccc(OCCOC(=O)C2CC3CCCC(C2)C3=O)cc1 (stereo not given)
-14.9%,COc1ccccc1-c1cnn2c1NC(=O)CC2C(=O)Nc1ccc(F)cc1 (stereo not given)
206.8%[activator],COC(=O)[C@@H]1Cc2c([nH]c3ccccc23)[C@H]2C[C@@H](NCCNC(C)=O)C[C@@H](c3ccc(C(F)(F)F)cc3)N21
-15.3%,CCC(=O)N1CCC(c2nc(C3CCOCC3)no2)C1 (stereo not given)
15.5%,Cc1noc(C)c1CCC(=O)N1C[C@@H](CO)[C@H](c2ccccn2)C1
10.6%,COCCCNC(=S)NNC(=S)Nc1ccc(OC)cc1
-18.3%,CN1CCCN(C(=O)C2CCC2)c2ccccc21
13.9%,N#Cc1cccc(NC(=O)CSc2nnc(Cc3ccccc3)o2)c1
-21.5%,CCC(C)NC(=O)N1CC(n2cc(C(=O)NCc3ccncc3)nn2)C1 (stereo not given)
?,COc1cccc(C2CC(=O)Nc3c2c(=O)[nH]c2nc4ccccc4n32)c1 (stereo not given)
i,CC(C)(CC(=O)O)CC(=O)N1C[C@@H]2C[C@H](C1)c1ccc(-c3cc4ccccc4s3)c(=O)n1C2
-15.9%,Cc1ccc2c(C)c(CCC(=O)N(C)c3ccccc3)c(=O)oc2c1
-8.9%,COc1ccc(C(=O)N2CCC3(CC2)N=C(c2ccc(C)cc2)NO3)cc1
-19.6%,CCOC(=O)C1(Cc2ccccc2C(F)(F)F)CCN(Cc2ccccn2)CC1
?,COc1ccc(OC)c(NC(=O)C2CCN(S(=O)(=O)c3ccc4c(c3)CC(C)N4C(C)=O)CC2)c1 (stereo not given)

(more compounds)
KDM5B inhibitor,mol
?,O=S1(=O)CCN(Cc2cccc(Br)c2)c2c(F)nc(N3CCOCC3)c(F)c21
-2.2%,COc1ccccc1CNC(=O)Cn1nc(C)c2nn(-c3ccc(Cl)cc3)c(C)c2c1=O
-2.1%,Cc1noc([C@@H]2CN(S(=O)(=O)c3c(C)noc3C)C[C@H]2C(N)=O)n1
26.7%,COC(=O)CNC(=O)C12CC3CC(C1)CC(c1ccccc1)(C3)C2
-9.6%,NS(=O)(=O)c1ccc(F)c(C(=O)NCc2ccc3nonc3c2)c1
7.7%[115 µM],NCC(=O)NC1CC2(CCN(C(=O)Cc3ccc(O)cc3)CC2)c2ccccc21 (stereo not given)
-17.6%,COc1cccc(/C=C(/C#N)c2ccc(C(F)(F)F)cn2)c1
18.3%,Cc1c(C)c(C)c(CN2CCSCC2)c(C)c1C
-3.8%,O=C(CCC(=O)c1ccc(F)cc1)OCC(=O)c1ccc([N+](=O)[O-])cc1
?,NCCC12CC3CC(C1)CC(C(=O)O)(C3)C2
?,Cc1nn(CC(=O)NCCc2ccccc2)c(=O)c2nn(-c3ccccc3)c(C)c12
?,O=C(Nc1noc2ccccc12)c1cccc(F)c1
-17.1%,COCCCn1c(=N)c(S(=O)(=O)c2ccccc2)cc2c(=O)n3cccc(C)c3nc21
-28.3%,O=C(Cn1c(=O)c2cccn2c2ccc(F)cc21)N1CCN(c2ccccc2)CC1
28.3%,CCN(C(=O)COC(=O)CCCc1nc2ccccc2s1)c1c(N)n(Cc2ccccc2)c(=O)[nH]c1=O
-19.8%,COc1ccc(S(=O)(=O)N2CCC(C(=O)Nc3cc(C(F)(F)F)ccc3Cl)CC2)cc1
-6.2%,CCC1(C)NC(=O)N(NC(=O)CCc2c[nH]c3ccccc23)C1=O (stereo not given)
-7.2%,Cc1ccc2oc(=O)c(S(=O)(=O)c3ccc(C(C)(C)C)cc3)cc2c1
22.7%,CCn1c(SCC(=O)NC(C)c2ccccc2C)nnc1C1CC1 (stereo not given)

Screening results: PubChem, National Center for Advancing Translational Sciences (NCATS)
